# Screening data as filed in PubChem BioAssay.
# DNA FID counter: fluorescent intercalator displacement, NS3 helicase counter-screen. DNA fluorescent intercalator displacement, fluorescence. 0.17% of 290,000 active. inhibition, % at 7.9 µM; in the data active means inhibition above about 37%;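 further: 0% = vehicle and 100% = reference compound; higher means more ethidium bromide displaced from hairpin DNA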
# MEKK2mut PB1 HTS: signal of MEK5 binding to mutant human MEKK2 PB1 domain. 0.35% of 290,000 active. bead flow cytometry, Alexa488-MEK5 binding to MEKK2 mutant. percent response, % at 10 µM. AID 1530; in the data active means percent response above about 24%, passing the limit was not always enough; further: inactives centre near 1; some results filed as inactive read as strong as hits
# HCV NS3 hel inh: blocks Hepatitis C virus NS3 helicase unwinding | inhibition, % at 10.9 µM | NS3 helicase DNA unwinding, Cy5 molecular beacon fluorescence | 0.56% of 290,000 active | AID 1800;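 active means inhibition above the mean of all tested compounds plus 3 SD, set per campaign, cut at about 35% in these data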;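 further: 0% = DMSO wells and 100% = thioflavine S control wells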
#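 Measured by: Cy5 fluorescence, 0 and 60 min reads / Assay system: NS3 helicase fragment of HCV / Control set: low DMSO, high thioflavine S at 110 µM / Times: 1 h reaction at 25 °C, ATP-initiated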
# MEKK2wt PB1 HTS: raises or lowers MEK5 binding to wildtype human MEKK2 PB1 domain; 1.1% of 290,000 active; bead flow cytometry, Alexa488-MEK5 binding to MEKK2 WT; actives lie on both sides; binding response (% of control), % at 10 µM; in the data active means binding response below about 67% or above about 130%; inconclusive means no clear call, values can overlap the other calls; inactive means in between
# CRFR2-BP ag: agonists of human CRF-binding protein/CRF-R2 receptor complex; 0.46% of 350,000 active; activation, % at 13.2 µM; HEK293 CRF-R2/CRF-BP, calcium dye fluorescence (FLIPR); percent of saturating CRF peptide response; AID 588473;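 active means activation of at least 50%, plus an integration ratio under a set limit after plate pattern correction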;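 further: plate controls were neutral control wells without compound for no effect and CRF at EC100 for full effect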
# UBC9 SUMO inh: inhibitors of human SUMOylation (UBC9) | 0.36% of 290,000 active | inhibition, % at 35 µM | HTRF SUMOylation assay, SAE1/SAE2 + UBC9, in vitro | P63279; in the data active means inhibition above about 50%, passing the limit was not always enough; inconclusive means no clear call, values can overlap the other calls; further: strong numbers were not always called active
# Target sequence (P63279 whole entry, looked up): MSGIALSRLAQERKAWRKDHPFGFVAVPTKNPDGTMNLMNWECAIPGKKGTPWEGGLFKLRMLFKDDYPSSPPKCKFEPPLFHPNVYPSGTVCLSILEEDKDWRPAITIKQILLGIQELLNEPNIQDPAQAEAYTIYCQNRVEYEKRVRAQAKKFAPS
# CRFBP-R2 block: antagonists of CRF-binding protein/CRF-R2 receptor complex. HEK293 CRF-R2/CRF-BP, CRF-induced calcium fluorescence. inhibition, % at 11.8 µM. 0.59% of 350,000 active. AID 588475;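 active means inhibition of the ligand-induced calcium signal above about 50% at the single tested concentration, limit read from the data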
# GalR3 antagonist: human GalR3 antagonism; O60755; HEK293 GalR3-CNG cAMP membrane potential fluorescence; galR3 body fused to GalR1 C-terminus; inhibition, % at 3 µM; 0.44% of 360,000 active; AID 651719;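 active means inhibition above the screen-wide average plus 3 SD, cut at about 13% in these data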;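 further: forskolin and galanin both at EC90 stimulate the cells; cAMP rise reported by CNG channel membrane potential dye signal; 0% = forskolin plus galanin with DMSO and 100% = forskolin alone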
# Target sequence (O60755 1-299 limits assumed): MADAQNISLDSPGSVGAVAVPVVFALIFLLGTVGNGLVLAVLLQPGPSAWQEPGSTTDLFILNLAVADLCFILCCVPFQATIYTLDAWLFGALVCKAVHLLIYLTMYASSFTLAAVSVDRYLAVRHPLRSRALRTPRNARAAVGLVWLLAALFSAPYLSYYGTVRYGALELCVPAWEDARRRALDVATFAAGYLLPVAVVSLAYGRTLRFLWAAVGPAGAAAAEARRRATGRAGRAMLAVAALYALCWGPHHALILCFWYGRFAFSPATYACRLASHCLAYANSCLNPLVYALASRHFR
# MEKK3 PB1 HTS: raises or lowers MEK5 binding to the human MEKK3 PB1 domain; Q99759; 1.4% of 290,000 active; bead-based flow cytometry, Alexa488-MEK5 binding to MEKK3; actives lie on both sides; 0 = blocked by unlabeled MEK5, 100 = vehicle; AID 1529; binding response (% of control), % at 10 µM;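 active means binding response more than 3 SD above or below the average of its plate-row segment, actives on both sides; inconclusive means wells at one plate position flagged as instrument error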;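 further: Alexa488 bead fluorescence after subtracting the streptavidin-only scavenger bead signal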
# * = called active by the depositor; ? = inconclusive; . = no result given. Some of the compounds tested, so the mix of outcomes need not match the whole.
SMILES,DNA FID counter,MEKK2mut PB1 HTS,HCV NS3 hel inh,MEKK2wt PB1 HTS,CRFR2-BP ag,UBC9 SUMO inh,CRFBP-R2 block,GalR3 antagonist,MEKK3 PB1 HTS
O=C(/C=C/c1ccccc1)N1CCC[C@H]1CO,-1.3,-5.0,-2.9,97.0,0.9,1.5,4.8,-4.7,87.0
COC(=O)c1sc2nc(C)cc(-c3ccccc3)c2c1N,-0.9,16.0,3.3,110.0,2.0,7.8,-18.1,-5.0,102.0
Cc1cc(Nc2cccc(C)c2C)n2ncnc2n1,-4.3,-1.0,1.3,107.0,-1.0,15.9,-9.1,5.4,111.0
CN(C(=S)Oc1ccc(C(=O)Nc2ccccc2)cc1)c1ccccc1,-14.5,0.0,-14.7,101.0,3.1,0.4,-1.7,-12.5,99.0
O=C(Cn1c(=O)oc2ccccc21)Nc1nc(-c2ccc(Br)cc2)cs1,10.5,-2.0,2.6,97.0,0.7,11.9,-1.6,-3.0,98.0
COc1cc2c(cc1OC)C(c1ccccc1N)=NCC2,-4.5,-6.0,-4.9,99.0,0.5,-1.5,-1.0,-5.5,101.0
CCCn1c(N)c(C(=O)NS(=O)(=O)c2ccc(C)cc2)c(=O)n(C)c1=O,-12.0,-7.0,9.8,96.0,-0.5,-6.5,-10.5,-9.6,106.0
CCc1ccc(CNC(=O)C2CC(=O)N(CCc3ccc(C)cc3)C2)cc1 (stereo unspecified),-35.2,2.0,-6.0,103.0,-2.4,-5.6,3.5,-0.6,101.0
COC(=O)C1CCN(c2cc(=O)n(Cc3ccc(F)cc3)c(=O)[nH]2)CC1,-6.8,4.0,-4.2,102.0,0.9,3.2,3.7,-0.7,106.0
Cn1cc(C(=O)O)c(-c2ccc3c(c2)OCCCO3)n1,-3.4,-2.0,2.4,99.0,0.1,-2.7,6.0,-10.1,102.0
CCc1cccc(C)c1NC(=O)COC(=O)c1c2c(nc3ccccc13)/C(=C\c1cccs1)CCC2,-3.5,-2.0,4.9,102.0,5.2,-14.6,-34.4,-9.2,102.0
O=C(COc1nnc2ccccn12)N1CCN(S(=O)(=O)c2ccccc2)CC1,-4.2,5.0,-0.4,113.0,-0.6,.,21.4,-3.9,108.0
CCOC(=O)/C=C/C(=O)Nc1ccc(S(=O)(=O)Nc2nccs2)cc1,-6.5,-6.0,2.0,99.0,0.9,14.5,-15.7,-10.0,99.0
COCC1CCCCN1C(=O)c1ccc(OC2CCN(Cc3ccccn3)CC2)cc1 (stereo unspecified),-3.3,6.0,-0.5,100.0,0.6,-5.2,7.3,0.0,103.0
COC(=O)c1[nH]c(C)c(/C(O)=C2\C(=O)C(=O)N(CCN(C)C)C2c2ccccc2OC)c1C (stereo unspecified),1.8,9.0,0.6,100.0,3.0,6.8,20.8,-1.1,99.0
Cc1ccc(C)c(NC(=O)CCNS(=O)(=O)c2ccc3[nH]c(=O)oc3c2)c1,-3.7,2.0,7.6,103.0,0.1,16.2,1.8,1.4,101.0
CCOC(=O)N1CCC(NC(=O)COc2cc(=O)n(C)c3ccccc23)CC1,-26.1,0.0,-4.7,107.0,-4.6,2.8,8.0,.,103.0
COc1ccc(OC)c(NC(=O)c2ccc(NC(C)=O)cc2)c1,-3.8,4.0,4.5,103.0,0.4,30.9,-1.4,-1.9,102.0
CCN(CC)CC(=O)NC1CC(C)(C)Cc2c1cnn2-c1ccc(F)cc1 (stereo unspecified),3.6,3.0,-3.3,102.0,-0.3,-12.4,12.6,-4.6,102.0
Cc1cc(O)ccc1N1C(=O)c2cccc3cc([N+](=O)[O-])cc(c23)C1=O,4.6,-1.0,5.7,104.0,4.2,24.3,13.5,-2.1,109.0
CC(=O)/C(N=Nc1cccc(C(F)(F)F)c1)=C(\C)O,-1.2,-39.0,-3.9,86.0,-8.0,5.4,-72.5,-0.7,100.0
Cc1ccc(CN2CCN(Cc3cnn(-c4ccc(F)cc4)c3)CC2CCO)o1 (stereo unspecified),8.0,-10.0,-9.3,95.0,1.1,16.8,1.8,-5.6,105.0
CCCCS(=O)CC(CS(=O)CCCC)OC(=O)c1ccc(C)cc1 (stereo unspecified),-37.8,-1.0,5.6,98.0,0.1,-12.8,-2.7,-6.5,104.0
Cc1ccccc1/C=C/c1nc2ccccc2c(=O)[nH]1,-5.8,3.0,8.5,104.0,2.7,19.5,-7.4,-3.2,101.0
COc1ccc2oc(C(=O)OCC(=O)N3CCC(C)CC3)c(C)c2c1,-21.9,0.0,-10.1,102.0,0.6,9.1,11.4,-0.2,104.0
O/N=C/c1ccc2ccccc2n1,-1.8,-11.0,0.8,84.0,0.2,30.8,-5.1,-1.2,82.0
CCn1cc(CN2CCC(C(=O)Nc3ccc(Oc4ccccc4F)cc3)CC2)c(C)n1,17.4,12.0,-63.4,131.0,0.5,12.4,-5.8,-3.4,108.0
CCn1cc(CN2CCC(C(=O)Nc3cccc(-c4cccc(OC)c4)c3)CC2)c(C)n1,10.7,4.0,2.4,103.0,-2.0,8.7,-12.8,0.2,101.0
CC(C)Oc1cccc(C(=O)Nc2ccc(N3CCN(S(C)(=O)=O)CC3)cc2)c1,-6.0,1.0,0.1,100.0,-1.9,19.9,1.6,-1.2,97.0
Cc1cc(=O)[nH]c(SCc2csc(-c3ccccc3)n2)n1,-18.9,-2.0,2.4,93.0,-2.2,2.0,14.9,3.5,96.0
COc1nc(N/N=C/c2ccccc2F)nc(N2CCCCC2)n1,-14.1,1.0,5.5,98.0,-1.4,9.9,-15.3,-5.7,97.0
CCCCCc1ccc(-c2ccc(OC)cc2)nc1,-2.5,-11.0,-3.3,90.0,-2.3,9.1,4.5,-0.4,97.0
CC1CN(S(=O)(=O)N2CCOCC2)CCN1S(=O)(=O)N1CCOCC1 (stereo unspecified),-0.8,-4.0,-2.5,89.0,-1.7,6.2,11.9,-1.1,80.0
C/C(CC(=O)Nc1ccccn1)=N\NC(=O)C(=O)Nc1cccc(Cl)c1C,-18.3,7.0,0.1,99.0,-2.6,25.7,3.3,0.3,101.0
O=P(Cc1ccccn1)(c1ccccc1)c1ccccc1,-2.9,7.0,5.7,110.0,0.0,-12.9,3.6,-1.4,108.0
Cc1ccc(S(=O)(=O)/C(C#N)=C/c2c(N3CCN(C)CC3)nc3c(C)cccn3c2=O)cc1,-5.9,11.0,-4.9,105.0,1.3,17.1,-4.4,-1.6,103.0
COc1ccc(CN2C(=NC(=O)C3CC3)SC3CS(=O)(=O)CC32)cc1OC (stereo unspecified),-18.9,-2.0,17.9,93.0,1.1,-3.1,-4.9,-3.2,97.0
O=C(O)CCC(=O)Nc1ccc(S(=O)(=O)Nc2nccs2)cc1,-0.9,2.0,-0.2,96.0,0.8,-24.4,-7.8,.,101.0
CN(C(=O)COC(=O)CCc1c[nH]c2ccccc12)C(c1ccccc1)c1ccccc1,-19.0,6.0,-3.7,104.0,-0.1,-21.1,10.8,4.6,96.0
CCCCSc1nnc2[nH]c(=O)cc(N)n12,1.7,5.0,1.6,106.0,0.3,4.8,-7.1,-6.7,104.0

# Single records, from the list above. Order of values: DNA FID counter, MEKK2mut PB1 HTS, HCV NS3 hel inh, MEKK2wt PB1 HTS, CRFR2-BP ag, UBC9 SUMO inh, CRFBP-R2 block, GalR3 antagonist, MEKK3 PB1 HTS
# `CCn1cc(CN2CCC(C(=O)Nc3cccc(-c4cccc(OC)c4)c3)CC2)c(C)n1` in the list: 10.7, 4.0, 2.4, 103.0, -2.0, 8.7, -12.8, 0.2, 101.0
# `O=C(Cn1c(=O)oc2ccccc21)Nc1nc(-c2ccc(Br)cc2)cs1` in the list: 10.5, -2.0, 2.6, 97.0, 0.7, 11.9, -1.6, -3.0, 98.0

# The list goes on:
SMILES,DNA FID counter,MEKK2mut PB1 HTS,HCV NS3 hel inh,MEKK2wt PB1 HTS,CRFR2-BP ag,UBC9 SUMO inh,CRFBP-R2 block,GalR3 antagonist,MEKK3 PB1 HTS
COCCCNC(=O)C1CCC(=O)N1Cc1ccccc1Cl (stereo unspecified),-2.0,-7.0,-0.1,94.0,0.9,17.4,11.4,-2.5,86.0
CCOC(=O)COc1ccc(C(=O)NC2CCCCC2)cc1,-8.4,8.0,3.5,113.0,-1.3,12.3,6.0,.,112.0
C=CCNC(=S)NNC(=O)CCC(O)CCCCC (stereo unspecified),-3.4,3.0,-0.1,107.0,-0.9,7.7,-10.8,-0.1,102.0
S=c1[nH]nc(-c2ccco2)n1/N=C/c1cccs1,-0.9,7.0,0.9,107.0,-2.1,7.7,23.0,1.1,103.0
COc1ccc(S(=O)(=O)N2CCNC(=O)CC2)cc1,-3.8,10.0,4.3,105.0,0.3,8.7,0.6,6.9,103.0
COCCCNC(=O)CCNS(=O)(=O)c1ccc(C)cc1,1.1,0.0,9.2,101.0,5.7,33.1,-7.3,-2.2,104.0
COC(=O)c1ccc2c(=O)n(Cc3ccc(C(=O)NC4CCCC4)cc3)c(=S)[nH]c2c1,-2.3,-1.0,-0.4,101.0,0.0,-6.3,1.5,-0.3,101.0
Cc1nc(NC(=O)c2ccc(F)cc2)nc2cc3c(cc12)OCO3,-0.4,2.0,-1.3,98.0,2.3,-8.4,-1.2,-3.2,99.0
CCC1(C)NC(=O)N(CC(=O)Nc2sc3c(c2C(N)=O)CCC3)C1=O (stereo unspecified),-1.0,-1.0,11.2,100.0,-0.2,13.2,12.5,-4.9,99.0
COc1ccc(-c2cc(C(=O)Nc3ccc(C(N)=O)cc3)c3ccccc3n2)cc1OC,-18.5,-2.0,-27.8,95.0,0.8,26.5,11.0,-4.5,102.0
Cc1ccc(C(=O)Cn2nnc3ccccc32)cc1,-4.7,14.0,2.8,107.0,-2.2,4.0,11.6,-2.1,102.0
Nc1c(C(=O)NCCc2ccccc2)nnn1Cc1ccc(Br)cc1F,2.9,-12.0,2.6,95.0,0.0,4.0,-18.0,3.2,103.0
O=C(Nc1ccc2c(c1)OCO2)c1cccs1,-1.0,3.0,4.4,99.0,-0.5,-6.2,2.5,-1.8,94.0
O=C(NCCN1CCOCC1)c1cc2c(=O)n3ccccc3nc2n1Cc1ccccc1,-0.8,0.0,1.3,98.0,-0.8,?,-6.8,-3.0,100.0
Cc1cccc(CCN(C(=O)c2csnn2)C(C(=O)NC2CCCC2)c2ccco2)c1 (stereo unspecified),-37.7,-4.0,2.8,98.0,-2.3,-3.8,9.9,-13.2,101.0
O=C(C(Cc1ccccc1)n1cccc1)N1CCCCCC1 (stereo unspecified),-13.5,7.0,26.5,112.0,-2.7,1.0,12.9,.,104.0
Cc1cc(C)nc(N2CCN(c3ncnc4c3cnn4Cc3ccc(Cl)cc3Cl)CC2)n1,.,4.0,.,110.0,-0.2,4.6,19.6,.,118.0
O=C1NCCCC1C(=O)N/N=C/c1ccc(Cl)cc1 (stereo unspecified),-5.8,-3.0,-6.6,100.0,-1.4,28.1,-1.2,-7.0,95.0
O=C(Nc1nnc(SCc2ccc(Cl)cc2)s1)C1CC(=O)N(Cc2ccccc2)C1 (stereo unspecified),-1.3,-2.0,6.5,95.0,0.0,-14.9,-16.3,-4.8,97.0
